# CHT block = human CHT choline transport inhibition; Q9GZV3; CHT-expressing cells, membrane potential dye, choline response; active compounds read low; B-score at 10 µM; 310,000 tested, 0.86% active; AID 488975;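 active means B-score over 3 SD under the library average, and starting fluorescence ratio not unusually high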;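 further: choline stimulus applied at its EC90 after an EC20 pre-addition; B-score computed on integrated fluorescence ratio after choline addition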
# Target sequence (Q9GZV3 whole entry, looked up): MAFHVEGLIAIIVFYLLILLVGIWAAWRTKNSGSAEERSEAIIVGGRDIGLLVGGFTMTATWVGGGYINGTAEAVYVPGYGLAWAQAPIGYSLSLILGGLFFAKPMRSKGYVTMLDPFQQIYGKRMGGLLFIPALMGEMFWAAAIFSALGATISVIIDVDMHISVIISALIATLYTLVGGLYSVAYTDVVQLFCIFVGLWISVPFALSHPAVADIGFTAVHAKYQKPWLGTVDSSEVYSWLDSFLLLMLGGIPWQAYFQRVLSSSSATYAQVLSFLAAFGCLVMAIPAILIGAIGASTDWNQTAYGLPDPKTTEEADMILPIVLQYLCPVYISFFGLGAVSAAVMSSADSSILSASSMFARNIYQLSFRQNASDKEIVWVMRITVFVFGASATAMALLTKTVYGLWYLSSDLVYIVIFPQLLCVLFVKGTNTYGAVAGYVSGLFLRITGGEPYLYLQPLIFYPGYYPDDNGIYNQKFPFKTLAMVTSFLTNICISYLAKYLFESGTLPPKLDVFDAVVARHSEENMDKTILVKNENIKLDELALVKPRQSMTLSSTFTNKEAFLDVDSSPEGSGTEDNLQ
# Kir21 block = blocks the mouse Kir2.1 inward-rectifier potassium channel | B-score at 10 µM | 310,000 tested, 0.85% active | P35561 | HEK293-Kir2.1, FluxOR thallium flux fluorescence; active compounds read low;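 active means fluorescence ratio B-score at or below minus 3 SD of library scores, with starting-brightness B-score within 2 SD, cut at about -4.2 in these data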;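 further: channel flux triggered by added potassium and thallium sulfate stimulus; B-score of peak minus minimum fluorescence over baseline after thallium stimulus; more negative B-score means stronger Kir2.1 block with less thallium influx; some compounds called inactive have numbers as strong as hits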
# Target sequence (P35561 whole entry, looked up): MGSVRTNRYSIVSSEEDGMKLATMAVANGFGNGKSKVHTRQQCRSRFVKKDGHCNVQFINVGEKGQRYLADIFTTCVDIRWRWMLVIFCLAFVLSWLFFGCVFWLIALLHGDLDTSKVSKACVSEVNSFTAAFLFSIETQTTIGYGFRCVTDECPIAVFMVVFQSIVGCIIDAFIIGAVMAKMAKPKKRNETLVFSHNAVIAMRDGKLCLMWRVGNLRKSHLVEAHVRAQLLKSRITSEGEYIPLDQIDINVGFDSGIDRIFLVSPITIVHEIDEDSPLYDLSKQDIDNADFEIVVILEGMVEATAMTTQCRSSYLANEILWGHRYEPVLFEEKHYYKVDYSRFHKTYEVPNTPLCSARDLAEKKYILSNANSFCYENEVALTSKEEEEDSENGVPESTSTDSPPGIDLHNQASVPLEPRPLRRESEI
# * marks the source's active call; other numbers are inactive results; i = inactive; nt = not tested or not shown.
no.	SMILES	CHT block	Kir21 block
1	CCCCCC/C=C/c1ccc([C@H]2[C@H]3C=CC[C@@H](C)[C@@H]3C(=O)N2Cc2ccccc2)c(F)c1	i	2.2
2	CCOC(=O)c1cnn(-c2ncnc3c2oc2ccccc23)c1N	i	-0.57
3	Cc1ccc(C(=O)OCC(=O)N2CC(=O)Nc3ccccc32)s1	i	-1.9
4	COc1ccccc1NS(=O)(=O)c1ccc(C)c(C(N)=O)c1	i	-3.3
5	Cc1cc(CNC(=O)C2CCC(=O)N(Cc3ccccc3F)C2)on1 (stereo unspecified)	i	-1
6	CCOC(=O)c1ccccc1NC(=O)CSc1nnc(C)c(=O)[nH]1	i	0.24
7	Cn1cnnc1SCC(=O)Nc1sc2c(c1C(N)=O)CCC2	i	1.5
8	CC(=O)c1ccc(S(=O)(=O)Nc2ccc(-c3cn4c(n3)SCC4)cc2)cc1	i	2.3
9	CC(=O)N=c1ncn(CC(COC(C)=O)OC(C)=O)c2nc[nH]c12 (stereo unspecified)	i	0.03
10	CSc1nc(N)n2nc(-c3ccccc3)cc2n1	i	0.03
11	CCOC(=O)c1ccccc1NC(=O)CN1CCC(n2nnc3cc(C(F)(F)F)ccc32)CC1	i	-0.37
12	O=C(c1ccoc1)N1CCCC(N2CCN(c3cccc(Cl)c3)CC2)C1 (stereo unspecified)	i	-0.1
13	CCc1cccc2c(C#N)cn(CCOc3ccccc3OC)c12	i	-0.88
14	CCCNc1nc(Cl)nc(NC(C)(C)C)n1	i	0
15	CC(=O)Nc1ccc(S(=O)(=O)N2CCC(NC(=O)C(Cc3cccc(F)c3)NC(C)=O)CC2)cc1 (stereo unspecified)	i	-0.82
16	CCOc1ccc(C(=O)OC(C)CN2CCN(C)CC2)cc1 (stereo unspecified)	i	-0.49
17	CCN(CC)C(=O)CSc1nnc(CCN)o1	i	nt
18	CN(C)CCCNS(=O)(=O)c1ccc(N2CCN(Cc3ccc4c(c3)OCO4)CC2)c([N+](=O)[O-])c1	i	1.1
19	CC(C)C(NC(=O)OCc1ccccc1)C(=O)NC1CCCCC1 (stereo unspecified)	i	-0.4
20	CCOC(=O)C1CCN(S(=O)(=O)c2ccc3c4c2CC(=O)N4CC(C)S3)CC1 (stereo unspecified)	i	-0.75
21	CCOc1ccc(S(=O)(=O)N2CCC(C(=O)NCc3ccco3)CC2)cc1C	i	0.14
22	COc1ccc2oc(=O)c(C(=O)N3CCN(C(=O)c4ccccc4)CC3)cc2c1	i	-1.1
23	Cc1ccc(/C=C(\C#N)C(=O)N2CCCC2)c(C)c1	i	0.55
24	Cc1ccc(N/C=C/C(=O)C(C)(C)C)c(O)c1	i	-2.5
25	COc1ccc(Cc2nc(-c3ccc(-n4cccc4)cc3)no2)cc1	i	-0.1
26	COc1cccc(N(C(=O)c2sc(C)nc2C)C(C(=O)NCC2CCCO2)c2ccccc2)c1 (stereo unspecified)	i	1
27	CCn1c(SCc2ccc(C(=O)O)cc2)nnc1-c1ccc(Cl)cc1	i	-0.11
28	COc1ccc(NC(=O)c2c(C(F)(F)F)nn(C)c2SCc2ccccc2)cc1	i	-1.3
29	Cc1[nH]c2ccccc2c1/C=N/NC(=O)C1CC1(c1ccccc1)c1ccccc1 (stereo unspecified)	i	0.65
30	O=C(NCc1ccco1)N1c2ccccc2Sc2ccccc21	i	-1.8

# Structural class, those above with a Cl atom (3)
no.	SMILES	CHT block	Kir21 block
12	O=C(c1ccoc1)N1CCCC(N2CCN(c3cccc(Cl)c3)CC2)C1 (stereo unspecified)	i	-0.1
14	CCCNc1nc(Cl)nc(NC(C)(C)C)n1	i	0
27	CCn1c(SCc2ccc(C(=O)O)cc2)nnc1-c1ccc(Cl)cc1	i	-0.11

# The main list resumes, repeating the 2 entries before the break.
no.	SMILES	CHT block	Kir21 block
29	Cc1[nH]c2ccccc2c1/C=N/NC(=O)C1CC1(c1ccccc1)c1ccccc1 (stereo unspecified)	i	0.65
30	O=C(NCc1ccco1)N1c2ccccc2Sc2ccccc21	i	-1.8
31	COC(=O)C1=C(C)NC(C)=C(C(=O)OC)C1c1ccccn1	i	1.2
32	Cc1nn(-c2ccccc2)c(N2CCCCC2)c1/C=N/O	i	0.04
33	N#Cc1c(-c2ccccc2)nc(SCC(=O)Nc2ccccc2F)[nH]c1=O	i	nt
34	O=C1NC(CCc2ccccc2)C(=O)N1CCOc1ccccc1 (stereo unspecified)	i	-0.03
35	COCCCN(C(=O)c1ccco1)c1nc(-c2ccc(OC)cc2)cs1	i	-1
36	O=C(OC1Cn2c(=O)ccc(=O)n2C1)c1ccc([N+](=O)[O-])cc1	i	2
37	Cc1ccccc1S(=O)(=O)Nc1nc2ccccc2nc1NCCO	i	0.1
38	CC(C)NC(=O)COC(=O)c1cc(F)c(F)cc1Cl	i	-0.04
39	CC(C)c1ccc(NC(=O)COc2ccccn2)cc1	i	0.77
40	CCCc1nc2ccccc2c(=O)n1NC(=O)c1c(O)c2ccccc2n(C)c1=O	i	0.2
41	CCC1(C)Cc2ccccc2/C(=C/C(=O)N2CCCCC2)N1 (stereo unspecified)	i	0.09
42	COc1ccccc1CN1CC(C(=O)NCc2cnn(C)c2)CCC1=O (stereo unspecified)	i	0.43
43	O=C(CSc1nnnn1C1CCCCC1)NNC(=O)c1ccco1	i	-0.48
44	CCC(C)C(NC(=O)C1CCC(C)CC1)C(=O)NCc1ccco1 (stereo unspecified)	i	-0.4
45	C/C(=N\NC(=O)Cn1nnc2ccccc21)c1ccco1	i	2.2
46	O=C(N/N=C/c1sc(=O)[nH]c1-[n+]1ccccc1)c1ccccc1[O-]	i	0.39
47	CCCCc1nc2cc(C(=O)NCc3cc(C)n(C)n3)ccc2o1	i	1.1
48	COCCN1Cc2cccc(C(=O)Nc3cccc(OC)c3)c2C1=O	i	0.13
49	O=C(CNCCN1CCOCC1)Nc1ccccc1Sc1ccccc1	i	-2.2
50	CCC(Oc1ccccc1)C(=O)Nc1nnc(S(=O)(=O)N2CCCCC2)s1 (stereo unspecified)	i	0.5
51	CCOc1cc(C)c(-c2onc(C(F)(F)F)c2-c2csc(C)n2)c(O)c1	i	-0.57
52	O=C(Cn1cnc2c(cnn2-c2ccc(Cl)cc2)c1=O)NC1CCCCC1	i	nt
53	CCN1CCN(C(=O)N2CCOCC2)CC1	i	0.07
54	COc1cccc(NC(=O)NCCC2=CCCCC2)c1	i	-0.39
55	O=C(NCCCN1CCCC1=O)C(=O)NCC1OCCCN1S(=O)(=O)c1cc(F)ccc1F (stereo unspecified)	i	0.98
56	O=C(NCc1ccco1)c1ccccc1NS(=O)(=O)c1ccc2c(c1)OCCO2	i	-1.3
57	CSc1ccccc1OCc1cc(C(=O)N2CCN3CCCC3C2)no1 (stereo unspecified)	i	-1.4
58	COC(=O)c1ccncc1N	i	-0.21
59	COc1ccc(C(=O)c2ccc(CC(=O)O)s2)cc1	i	-0.79
60	CCN(CC)C(=O)Oc1ccc(Br)cc1C(=O)Nc1ccc(F)c(Cl)c1	i	-0.26
61	COc1cccc(C2CC(C(F)(F)F)n3nc(C(=O)Nc4c(C)n(C)n(-c5ccccc5)c4=O)cc3N2)c1 (stereo unspecified)	i	0.13
62	COc1ccc2[nH]c(=S)[nH]c2c1	i	0.13
63	CC(=O)Nc1ccc(SCC(=O)N(CCC#N)c2ccc(C)cc2)cc1	i	-2
64	CCCCCC1CC(COc2ccccc2)OC1=O (stereo unspecified)	i	0
65	Cn1c(C(=O)N[C@@H](Cc2ccccc2)C(=O)O)cc2cc(F)ccc21	i	0.74
66	COc1cc(OC)c(C2C(C(=O)O)c3ccccc3C(=O)N2C)cc1OC (stereo unspecified)	i	0.35
67	CSc1cccc(NC(=O)CN2C(=O)COc3ccc(S(=O)(=O)N4CCOCC4)cc32)c1	i	1.2
68	CC(NS(=O)(=O)c1ccc(Br)cc1)c1ccccc1 (stereo unspecified)	i	-6*
69	CCN(CC)S(=O)(=O)c1cc(C(=O)Nc2cccnc2Cl)ccc1Cl	i	0.11
70	O=C(Nc1ccc(F)cc1)C1CCN(S(=O)(=O)c2cccs2)CC1	i	1.8
71	Cc1ccc(NC(=O)CSc2nnnn2-c2ccc3c(c2)OCO3)cc1C	i	0.11
72	COc1cc(S(=O)(=O)N2CCCCC2)ccc1NC(=O)c1ccc(F)cc1	i	0.8
73	Cc1cc(/C=C2/NC(=O)NC2=O)c(C)n1-c1cccnc1	i	1.2
74	O=C(CSc1n[nH]c(-c2ccccc2)n1)N1CCCC1	i	-0.03
75	Cc1oc(-c2cccc3ccccc23)nc1CN1CCN(c2ncnc3ccccc23)CC1	i	1.3
76	Cc1c(C#N)c(=O)c(-[n+]2ccccc2)c([S-])n1-c1ccc(Cl)cc1	i	2.2
77	O=C(c1cccs1)N(C(=O)c1cccs1)c1ccccn1	i	-1.6
78	CCOC(=O)N1CCN(C(=O)CSc2ccc(Cl)cc2)CC1	i	-4.6
79	COc1ccc(OC)c(NC(=O)Cc2nn(C)c(=O)c3ccccc23)c1	i	0.19
80	O=C(Nc1ccccc1-c1ccccc1)C(c1ccccc1)c1ccccc1	i	-1.3
81	Cc1c(C(=O)N2CCN(c3cccc(Cl)c3)CC2)cccc1[N+](=O)[O-]	i	1.2
82	O=C(CCc1nnc(CCC2CCCCC2)o1)NCc1ccon1	i	0.99
83	Oc1c(Cl)cc(Cl)cc1/C=N/c1ncn[nH]1	i	0.43
84	O=C(c1cccc(N2C(=O)c3ccccc3C2=O)c1)N1CCCC(C(F)(F)F)C1 (stereo unspecified)	i	0.14
85	CCO[C@H]1OC(C(=O)NC2CC2)=C[C@@H](c2ccc3c(c2)OCO3)[C@@H]1CCCO	i	-0.63
86	CCc1nnc(NS(=O)(=O)c2ccc(NC(=S)NC(=O)/C=C/c3ccc([N+](=O)[O-])cc3)cc2)s1	i	2.5
87	CSc1nc(Cl)cc(N2CCOCC2)n1	i	1.1
88	CCC(=O)N1CCN(c2ccc(Cl)cc2NC(=S)NC(=O)c2ccco2)CC1	i	-0.08
89	FC(F)(F)c1ccc(N2CCN(Cc3ccc4c(c3)OCO4)CC2)nc1	i	-0.04
90	CCOC(=O)CSc1nnc(-c2ccccc2)o1	i	0.46

# Results in sequence from above.
# Nos. 66–71 in CHT block, in turn: i, i, i, i, i, i
# Nos. 66–71 in Kir21 block, in turn: 0.35, 1.2, -6*, 0.11, 1.8, 0.11

# (listing goes on)
no.	SMILES	CHT block	Kir21 block
91	CC(C)(C)NC(=S)NNC(=O)c1ccncc1	i	-0.28
92	COc1ccc(OC)c(C2=Nn3c(nnc3-c3ccco3)SC2)c1	i	0.46
93	O=C(NCC1CCCO1)C(c1cccs1)N(Cc1ccccc1)C(=O)c1ccc(-c2ccccc2)[nH]1 (stereo unspecified)	i	0.07
94	O=C(NNC(=O)c1ccccc1OCc1ccccc1)c1ccccc1F	i	0.95
95	COc1ccc(/C=C2\SC(=S)N(CCCC(=O)Nc3cc(C)on3)C2=O)cc1OC	i	0.93
96	Cc1ccc(CNC(=O)c2cc3c(-c4ccc(Cl)cc4)nn(C)c3s2)o1	i	-1.2
97	Cc1ccc(-c2nnc(SCC(=O)Nc3nccs3)n2N)cc1	i	0.15
98	O=C(c1cc(COc2c(F)cccc2F)on1)N1CCN(C2CCCCC2)CC1	i	0.44
99	CCc1ccc(OCC(=O)NNC(=O)c2cc(S(=O)(=O)N(C)C)ccc2N2CCCC2)cc1	i	1.8
100	CN(C(=O)c1ccccn1)c1nnc(-c2ccccn2)s1	i	2.1
101	CN(C)CCCOC(=O)c1ccccc1	i	0.37
102	CCCc1cc(C(=O)Nc2cnn(Cc3ccc(F)cc3)c2)no1	i	-0.66
103	O=C(NCc1cccc(Br)c1)C1CC2Cn3c(nc4ccccc43)C2N1c1ccccc1 (stereo unspecified)	i	0.45
104	Cc1cc(C)n(CCN(C)C(=O)C2CCC(=O)N(CCN3CCOCC3)C2)n1 (stereo unspecified)	i	-0.15
105	O=C(NCCc1ccccc1)C1CCCN(c2ncnc3c2nc2n3CCCCC2)C1 (stereo unspecified)	i	-2
106	CCc1ccc(CCC(=O)Nc2nnc(C)s2)o1	i	-1.7
107	CCOC(=O)c1cc(NC(=O)N(CC)CC)c(C)nc1C	i	-0.79
108	COCCCNC(=S)NNC(=O)c1ccccn1	i	0.4
109	Cc1cc(S(=O)(=O)N2CCCC(C(=O)Nc3ccc(C(=O)O)cc3)C2)ccc1Cl (stereo unspecified)	i	-1.4
110	COC(=O)c1ccccc1NC(=O)c1sc(N)nc1C	i	nt
111	C/C(=N/NC(=O)c1ccc(Cl)cc1Cl)c1cccnc1	i	-0.14
112	COC(=O)c1cccc(NC(=O)CC2C(=O)NCCN2C(=O)Nc2cc(C)cc(C)c2)c1 (stereo unspecified)	i	0.05
113	CC1=NN(c2ccc(C(=O)OC(C)C)cc2)C(=O)/C1=C\C=C\c1ccco1	i	1.6
114	CN(C)CCCNC(=O)c1cc(Br)ccc1Cl	i	0.32
115	O=C(CC(c1ccccc1)c1ccccc1O)N1CCCCC1 (stereo unspecified)	i	-1.2
116	COCCn1c(SCC(=O)NC2CCCC2)nnc1-c1ccco1	i	0.38
117	Cc1ccc(S(=O)(=O)n2nc(OC(=O)c3ccccc3F)cc2N)cc1	i	0.32
118	CCOC(=O)C(c1ccccc1)C(Nc1ccc(Cl)c(Cl)c1)c1ccccn1 (stereo unspecified)	i	0.7
119	CCS(=O)(=O)Nc1ccc(C(=O)OC)cc1	i	1.9
120	COc1ccc(NC(=O)CCN2CCCCCC2)cc1	i	-0.7
121	CCOC(=O)c1ccc(NC(=O)CCC(=O)NCc2ccco2)cc1	i	-1.2
122	Cc1oc2c(c(C)cc3oc(=O)c(CC(=O)N[C@@H](C)C(=O)O)c(C)c32)c1C	i	0.01

# Shown as a hit in Kir21 block (from the list above):
no.	SMILES	CHT block	Kir21 block
68	CC(NS(=O)(=O)c1ccc(Br)cc1)c1ccccc1 (stereo unspecified)	i	-6*
